Screening data deposited in PubChem BioAssay by National Center for Advancing Translational Sciences (NCATS).
NPSR antag: antagonists of human neuropeptide S receptor cAMP signaling | Potency, µM (highest dose often 38.3 µM), without a hit: at the highest dose activity change, negative = inhibition, actives largely listed as inhibitors | CHO-NPSR cells, cAMP TR-FRET, antagonist mode | Q6W5P4 | 220,000 compounds, 1% hits; further: potency means the concentration at half of the fitted maximal effect; on the % scale 0 is the no-effect control and ±100 the full control effect; nearly all actives have a fitted effect of over 50% in size; many of its hits are not listed in these tables
Target sequence (Q6W5P4 whole entry, looked up): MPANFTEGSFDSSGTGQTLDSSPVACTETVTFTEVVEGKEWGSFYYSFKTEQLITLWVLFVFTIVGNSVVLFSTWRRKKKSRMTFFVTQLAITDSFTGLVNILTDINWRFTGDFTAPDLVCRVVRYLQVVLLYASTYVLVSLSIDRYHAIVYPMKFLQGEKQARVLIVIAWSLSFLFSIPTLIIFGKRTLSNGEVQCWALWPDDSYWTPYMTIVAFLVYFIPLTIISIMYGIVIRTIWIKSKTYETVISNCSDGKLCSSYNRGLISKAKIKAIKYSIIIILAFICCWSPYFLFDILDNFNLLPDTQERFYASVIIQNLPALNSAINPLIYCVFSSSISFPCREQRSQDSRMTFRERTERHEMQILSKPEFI
IMPase Li cell: membrane-permeable IMPase blocker, potentiated with lithium. CHO-M1 cells, IP1 TR-FRET (IP-One), carbachol + lithium. Potency, µM (top dose mostly 59.4 µM), for inactives: at the highest dose activity, negative = IMPase inhibition, hits mostly inhibitors. 210,000 compounds, 0.35% hits;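 further: IP1 builds up when IMPase is blocked and the TR-FRET signal falls; potency means the concentration at half of the fitted maximal effect; plate controls were basal vehicle for no effect and high inhibitor control for full effect; nearly all actives have a fitted effect of over 50% in size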
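Lithium-sensitised IP1 accumulation assay; M1-expressing CHO cells treated 30 min at 37C with compound. Competitive antibody detection by time-resolved FRET followed a 10 min room-temperature lysis step.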
CBFb-RUNX1 inh: CBF-beta/RUNX1 interaction disruption | 230,000 tested, under 10 active | Potency, µM (series often up to 59.8 µM), for inactives: top-dose activity, negative = inhibition, usual class: inhibitors | AlphaScreen CBFb-His/RUNX1-biotin binding, biochemical; further: % of control where 0% means no effect
Target sequence (Q01196 whole entry, looked up): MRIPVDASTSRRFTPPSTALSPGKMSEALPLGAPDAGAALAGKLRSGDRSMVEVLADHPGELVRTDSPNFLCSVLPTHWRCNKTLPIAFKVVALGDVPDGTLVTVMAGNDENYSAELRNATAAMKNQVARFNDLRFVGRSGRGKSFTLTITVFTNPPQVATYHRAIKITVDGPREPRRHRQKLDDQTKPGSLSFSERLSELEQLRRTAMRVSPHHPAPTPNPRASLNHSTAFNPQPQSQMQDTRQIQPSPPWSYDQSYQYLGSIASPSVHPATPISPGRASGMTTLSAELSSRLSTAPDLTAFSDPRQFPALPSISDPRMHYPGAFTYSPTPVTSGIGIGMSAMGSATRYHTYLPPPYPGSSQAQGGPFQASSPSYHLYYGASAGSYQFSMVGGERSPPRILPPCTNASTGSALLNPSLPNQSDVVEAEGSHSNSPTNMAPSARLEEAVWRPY
Target sequence (Q13951 whole entry, looked up): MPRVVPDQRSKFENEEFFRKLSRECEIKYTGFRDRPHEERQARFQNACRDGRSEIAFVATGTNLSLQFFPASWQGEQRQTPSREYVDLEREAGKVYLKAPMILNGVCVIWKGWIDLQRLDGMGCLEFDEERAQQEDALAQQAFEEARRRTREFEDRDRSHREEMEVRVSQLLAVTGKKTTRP
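His-tagged CBF-beta and biotinylated RUNX1 (30 nM each) were premixed 20 min at room temperature, exposed to compound for 15 min, then given nickel-chelate and streptavidin AlphaScreen beads (50 ng each). After 90 min, AlphaScreen signal was read.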
Epigenetic reg: derepresses silenced GFP reporter in murine cells; murine LDR cells, GFP reporter derepression, 30 h; Potency, µM (series often up to 53.9 µM), without a hit: at the top dose GFP activation, actives largely listed as activators; 280,000 compounds, 0.2% hits; further: potency means the concentration at half of the fitted maximal effect; % of control where 0% means no effect; nearly all actives have a fitted effect of over 60% in size
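In this reporter-derepression format, murine cells bearing a silenced integrated CMV-GFP locus incubate with test compound (30 h, 37 C), then are washed and imaged; fluorescent objects of 20–120 um count as induced cells.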
KinaseGlo FLuc: Kinase-Glo luciferase inhibition (counter-screen); Q27757; Kinase-Glo luciferase, ATP luminescence, 8 min; Potency, µM (series often up to 38.3 µM), for inactives: at the top dose activity change, negative = inhibition, actives largely listed as inhibitors; 200,000 compounds, 0.28% hits; AID 1379; further: potency means the concentration at half of the fitted maximal effect; on the % scale 0 is the no-effect control and ±100 the full control effect; nearly all actives have a fitted effect of over 60% in size
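Substrate mix (final 50 mM imidazole pH 7.2, 50 mM KCl, 7 mM MgCl2, 10 uM ATP, 0.01% Tween 20, 0.05% BSA) plus pin-tool compound, then Kinase-Glo detection mix; 8 min ambient, luminescence read.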
GLA spleen mod: inhibitors or activators of human alpha-galactosidase in spleen homogenate | P06280 | human spleen homogenate, 4MU-alpha-Gal fluorescence, 40 min | Potency, µM (highest dose often 80 µM), without a hit: at the highest dose activity change, negative = inhibition, actives largely listed as inhibitors | 240,000 compounds, 0.008% hits | AID 2107;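 further: potency means the concentration at half of the fitted maximal effect; 0% = enzyme with vehicle and -100% = no enzyme basal signal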
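Spleen homogenate 1 ug + cpd (titration) + 4-MU-alpha-D-galactopyranoside 1 mM; 37C 40 min; 50 mM citrate/phosphate pH 5.0, 0.01% Tween-20; stop pH 10; fluorescence 365/440; AC50 via Hill.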
Lamin A splicing: changes lamin A minigene splicing in HeLa cells | HeLa LMNA splicing GFP/RFP minigene ratio, 48 h | Potency, µM (series often up to 46.1 µM), for inactives: top-dose ratio change, negative = inhibition, most hits filed as inhibitors | 200,000 compounds, 0.01% hits; active means well fitted inhibition curve with a large enough effect in the signal ratio, with a control signal flat, not every such curve was filed as active; inconclusive means small, poorly fitted or top-dose-only effect, or effect the other way, or a change in a side signal; the % refers to the signal ratio; further: potency means the concentration at half of the fitted maximal effect; on the % scale 0 is the no-effect control and ±100 the full control effect
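S3 HeLa stable clones carrying a lamin A-EGFP splicing minigene plus DsRed2 were seeded at 600 cells/well in Opti-MEM with 2% FBS, pin-dosed and incubated 48 h at 37°C. Acumen cytometry (488 nm) gave the GFP/RFP total-intensity ratio.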
* = called active by the depositor; u = inconclusive; x = no result given; & = joins results of further samples; [ ] = another dose, or the depositor's remark. Unless noted, the call rests on the fitted dose curve; in most records, active means well fitted curve in the direction sought with a large enough effect; inconclusive means small, poorly fitted or top-dose-only effect, or another doubt; inactive means no such curve, though single readings can be large; an effect the other way counts as inactive or inconclusive. This is a subset; count on the stated rates, not on these rows.

Results follow in this order: NPSR antag	IMPase Li cell	CBFb-RUNX1 inh	Epigenetic reg	KinaseGlo FLuc	GLA spleen mod	Lamin A splicing
> Cc1ccc(C(=O)NCc2ccc3c(c2)OCO3)cc1N1CCCC1=O
 : 9%[46.1 µM]	9%[38.3 µM]	2%	0.7%	-3%	-3%	-2%
> CCOC(=O)c1cnc(-n2nc(C)cc2C)nc1Nc1ccccc1OC
 : -2%[46.1 µM]	2%[38.3 µM]	0%	-0.9%	-3%	1%	2%
> Cc1nnc(Sc2c(N)n(C)c(=O)[nH]c2=O)s1
 : -1%[46.1 µM]	-2%[38.3 µM]	2%	0.0%	-5%	13%	7%
> COc1ccc2c(c1OC)C(=O)OC2Nc1ccccn1 (stereo not given)
 : -7%[46.1 µM]	-1%[38.3 µM]	13%	-1.0%	3%	15%	0%
> COc1ccc(/C=C2\SC(=O)N(CC(=O)NN3CCN(C)CC3)C2=O)cc1OC
 : -13%	x	6%	0.2%	x	-5%	x
> CC12CCC(C(=O)O)(c3nc(C#N)c(C#N)nc31)C2(C)C (stereo not given)
 : 7%[46.1 µM]	-11%[38.3 µM]	-1%	-1.6%	0%	1%	16%
> O=C(Cc1cccs1)Nc1cccnc1
 : 7%[46.1 µM]	-5%[38.3 µM]	0%	-0.7%	0%	-6%	2%
> COc1cc([N+](=O)[O-])ccc1NC(=O)NCc1ccco1
 : -10%	-2%	-10%	0.0%	-2%	-13%	u
> CCn1c(=O)c(C(=O)NCc2ccc(OC)cc2)c(O)c2ccccc21
 : -9%[46.1 µM]	15%[38.3 µM]	5%	-1.0%	0%	-6%	-6%
> O=C(NCc1cccnc1)C(=O)Nc1ccc([N+](=O)[O-])cc1
 : -2%	1%	3%	-3.8%	2%	-15%	x
> CCCCNc1oc(-c2ccc(OC)cc2)nc1S(=O)(=O)c1ccccc1
 : -6%[46.1 µM]	29%[38.3 µM]	0%	0.1%	0%	0%	-6%
> O=C(O)c1cnc(-c2ccccc2)nc1Oc1ccccc1
 : -26%	-4%	7%	4.0%	4%	-5%	3%[46 µM]
> O=S(=O)(c1cc(C(F)(F)F)ccc1Cl)N1CCN(c2ccccn2)CC1
 : -30%	x	10%	6.0%	x	4%	x
> CC1=C(C(=O)OCC2CCCO2)C(c2ccc(F)cc2)NC(=O)N1 (stereo not given)
 : -9%	0%	6%	-1.1%	-1%	8%	x
> CCOC(=O)N1CCN(C(=O)CSc2ccc3nnc(-c4ccncc4)n3n2)CC1
 : 16%	1%	1%	0.1%	6%	3%	x
> C/C(=N\NC(=O)c1ccc(NS(=O)(=O)c2cccs2)cc1)c1ccc(O)cc1O
 : 30%	x	1%	3.7%	x	6%	x
> CCOc1cc(S(=O)(=O)N2CCOCC2)ccc1F
 : -7%[46.1 µM]	-1%[38.3 µM]	9%	-1.1%	4%	5%	4%
> O=C(CCS(=O)(=O)c1ccccc1)Nc1ccccc1N1CCOCC1
 : 9%	-4%	1%	0.1%	8%	1%	x
> COc1ccc(S(=O)(=O)N(c2onc(C)c2Cl)S(=O)(=O)c2ccc(OC)cc2)cc1
 : -5%[46.1 µM]	-7%	8%	-0.9%	3%	5%	-6%
> O=C(c1cnn2c(C(F)(F)F)cc(-c3cccs3)nc12)N1CCCC1
 : -26%	x	17%	-1.0%	x	6%	x
> CCn1cc(/C=N/NC(=O)c2ccc3c(c2)OCO3)cn1
 : 11%	-5%	3%	-0.5%	1%	-2%	-11%
> CCN1CCN(c2cc(C)c3cc(NC(=O)Cc4ccccc4OC)ccc3n2)CC1
 : -15%[46.1 µM]	1%	6%	0.0%	3%	1%	-11%
> CCOC(=O)C1(CCCc2ccccc2)CCN(C(=O)[C@@H]2C[C@@H](C)NC(=S)N2)CC1
 : -6%	5%	7%	-2.8%	3%	-3%	x
> Cc1cc(C)cc(NC(=S)NCc2cccnc2)c1
 : 25%	-2%	-8%	2.7%	5%	1%	-7%
> O=C(COc1ccccc1Cl)NC(=S)Nc1cccc(NC(=O)c2ccccc2Cl)c1
 : -16%[46.1 µM]	-19%[38.3 µM]	1%	2.4%	5%	2%	2%
> COC(=O)c1ccccc1NC(=O)NCCc1ccccc1OC
 : -15%	8%	0%	1.1%	-4%	2%	x
> Cc1c(Cl)c([N+](=O)[O-])nn1CCCC(=O)NCCc1ccccc1
 : -6%	13%	-8%	-1.9%	-1%	2%	4%[46 µM]
> COc1ccc(CCNC(=O)c2ccc3c(=O)n(Cc4ccco4)c(=S)[nH]c3c2)cc1OC
 : -8%[46.1 µM]	-27%[38.3 µM]	-17%	2.6%	2%	-1%	3%
> CC(C)NC(=O)NS(=O)(=O)c1cnccc1N1CCCCC1
 : -6%[46.1 µM]	-2%	3%	0.0%	7%	-1%	1%
> Nc1ccc(Cl)cc1[N+](=O)[O-]
 : x	3%	-3%[21.7 µM]	x	x	6%	x
> COc1cc(C2C3=C(CC(c4ccco4)CC3=O)Nc3ccccc3N2C(C)=O)cc(OC)c1OC (stereo not given)
 : -6%[46.1 µM]	11%[38.3 µM]	-1%	0.0%	2%	-11%	1%
> Cc1cccc(Sc2nc(-c3ccccc3)ncc2C(=O)O)c1
 : -31%	-5%	-2%	2.5%	3%	-1%	6%[46 µM]
> Cc1ccc(C(=O)n2nc(-c3ccccc3)nc2NCc2ccco2)cc1
 : -23%[46.1 µM]	18%[38.3 µM]	5%	-0.9%	-1%	4%	-7%
> COc1ccc(C2=Nn3c(nnc3-c3ccc(OC)cc3)SC2)cc1
 : 30%[46.1 µM]	23%[38.3 µM]	-3%&-7%	-1.1%	1%	-6%&10%	u
> Cc1nc2ccc(C(=O)Nc3cccc([N+](=O)[O-])c3)cc2s1
 : -25%	9%	-8%	4.6%	1%	-21%	u
> C/C(NCCCn1ccnc1)=C(\C#N)C(N)=O
 : 3%[7.67 µM]	-7%[38.3 µM]	-5%	-0.9%	-6%	7%	7%
> COc1ccc(CCNC(=O)CN2C(=O)c3ccccc3C2=O)cc1
 : -6%[46.1 µM]	27%[38.3 µM]	-1%	-7.0%	0%	-3%	2%
> CC(C)(CN=C1NS(=O)(=O)c2ccccc21)CNC(=O)CN1C(=O)c2ccccc2C1=O
 : 4%[46.1 µM]	4%[38.3 µM]	17%	-1.2%	2%	-1%	6%
> CCOC(=O)c1ccc(N2C(=O)c3n[nH]c(C)c3C2c2ccc(OC)c(OC)c2)cc1 (stereo not given)
 : -18%[46.1 µM]	56%[activator][38.3 µM]	2%	1.0%	0%	7%	3%
> CC(C)(C)c1ccc(OCC(O)CSc2ncn[nH]2)cc1 (stereo not given)
 : -6%[46.1 µM]	18%[38.3 µM]	3%	-7.3%	1%	0%	5%
> CCN(CC)S(=O)(=O)c1ccc(N=N/C(C(C)=O)=C(/C)O)cc1
 : -18%[46.1 µM]	29%[38.3 µM]	-1%	-2.1%	-3%	-7%	30%
> CC1CCCCN1CCNC(=O)c1cnn2ccccc12 (stereo not given)
 : -1%[46.1 µM]	-1%[38.3 µM]	-1%	-0.2%	3%	-2%	-5%
> COC(=O)N1[C@H](Cc2ccccc2)C=C[C@]1(C)C(=O)O
 : -6%	-3%&-3%	2%[2.36 µM]	6.0%&2.6%	5%&-1%	4%&-15%	0%
> Fc1ccc(-c2nnc(-c3ccc(Cl)cc3)o2)cc1
 : -12%[46.1 µM]	5%[38.3 µM]	-5%	0.1%	-4%	6%	-8%
> CN(CC(=O)NCc1cccs1)S(=O)(=O)c1cccc2nsnc12
 : -5%[46.1 µM]	9%[38.3 µM]	0%	0.4%	-2%	9%	19%
> Cc1cc(Sc2nnc(/N=C/N(C)C)s2)c2ccccc2n1
 : u	x	-1%	2.1%	x	-15%	x
> Cc1ccc([N+](=O)[O-])cc1NC(=O)Nc1onc(C)c1C
 : -7%	x	3%	1.6%	x	0%	x
> O=P(O)(CCc1ccccc1)CN1CCCCC1
 : 8%[46.1 µM]	16%[38.3 µM]	15%	0.0%	1%	-4%	8%
> Cc1c(-c2ccc(Cl)cc2)[n+](=O)c(-c2ccccc2)cn1[O-]
 : 14%	x	0%	2.0%	x	-5%	x
> CCn1c(-c2csc3ccccc23)n[nH]c1=S
 : -20%	-4%	3%	-1.1%	-4%	4%	13%
> CCc1ccc(N2CC(C(=O)NC3=NCCS3)CC2=O)cc1 (stereo not given)
 : -3%[46.1 µM]	-4%[38.3 µM]	0%	1.2%	2%	3%	-10%
> O=C(CO/N=C1\CCCc2nonc21)Nc1ccccc1Cl
 : 8%	-5%	-4%	0.0%	1%	0%	0%
> CC1(C)CC(NC(=O)c2coc(=O)c(Br)c2)CC(C)(C)N1
 : -13%[46.1 µM]	-9%[38.3 µM]	-4%	3.5%	11%	u	28%
> Cc1nc(NC(=O)c2ccc(Cl)cc2)nc2cc3c(cc12)OCO3
 : -19%	7%	-3%	0.0%	3%	-19%	1%
> OCCC1CN(Cc2cccc3nonc23)CCN1Cc1ccsc1 (stereo not given)
 : 23%	x	8%	0.8%	x	-9%	x
> c1cc(-c2noc(CCC3CCCC3)n2)ccn1
 : -8%[46.1 µM]	27%[38.3 µM]	9%	-1.2%	2%	0%	-2%
> CC(=O)Nc1ccc(C(=O)CS(=O)(=O)c2ccc(C)cc2)cc1
 : -3%[46.1 µM]	29%[38.3 µM]	4%	-0.1%	2%	-4%	-1%
> COc1ccccc1NS(=O)(=O)c1cc(NC(=O)CCC(=O)c2cccs2)ccc1Cl
 : -14%	7%	-12%	-0.1%	2%	6%	u
> COc1cc(NC(=O)Cn2nnc(-c3ccccc3N)n2)cc(OC)c1
 : 1%[46.1 µM]	-4%[38.3 µM]	2%	-0.7%	12%	6%	u
> CCn1c(C)nc2cc(C(=O)N=Nc3c(O)[nH]c4c(C)cc(C)cc34)ccc21
 : -14%	5%	-2%	0.0%	-3%	2%	-7%
> NC(=O)C1(NC(=O)[C@@H]2CC3(CC(c4cccc(NC(=O)[C@@H]5CCC(=O)N5)c4)=NO3)CN2C(=O)c2ccccc2)CC1 (stereo not given in full)
 : 1%[46.1 µM]	-1%[38.3 µM]	1%	-1.2%	-5%	6%	21%
> CSc1cnn(Cc2ccccc2)c(=O)c1SCc1ccccc1
 : u	16%	-1%	0.0%	4%	-16%	u
> Cc1cc(N/C(=N/S(=O)(=O)c2cc(F)ccc2F)c2ccccc2)n(-c2ccccc2)n1
 : -53%	16%	-10%	1.1%	-1%	-10%	u
